# Bioassay records from PubChem BioAssay.
# aSyn tox rescue: alpha-synuclein toxicity suppression in yeast; S. cerevisiae alpha-synuclein toxicity rescue, BacTiter-Glo growth, 24 h; Potency, µM (doses to about 46.1 µM), without a hit: at the top dose growth rescue (activation), most hits filed as activators; actives 0.02% (n = 94,000); active = well fitted activation curve with a large enough effect; inconclusive = small, poorly fitted or top-dose-only effect; note: 0% is about no effect
#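 Growth restoration measured by BacTiter-Glo luminescence after 24 hr at 30 deg C; alpha-synuclein yeast, raffinose-pregrown to mid-log, were added at OD600=0.02 in galactose medium onto pinned compounds.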
# Active calls of the source: *; u = inconclusive; & = joins results of further samples; [ ] = dose if it differs, or a comment. Potency is the fitted concentration of half-maximal effect. These rows are one share of the data; the hit share may differ from the screen's.
SMILES | aSyn tox rescue
COc1ccccc1N(C(=O)c1ccco1)C(C(=O)NC1CCCC1)c1cccs1 (configuration not stated) | -5%
CC(C)S(=O)(=O)c1oc(-c2cccs2)nc1S(=O)(=O)c1ccc(F)cc1 | 9%
CCCOc1ccc(C(=O)NCC(c2ccc(OC)cc2)N2CCCCC2)cc1 (configuration not stated) | 5%
Cc1ccc(NC(=O)CN2CCCN(Cc3ccccc3Cl)S2(=O)=O)c(C)c1 | 6%
CCc1nnc2c3ccccc3nc(N3CCN(c4cc(Cl)ccc4C)CC3)n12 | 13%
Cc1oc(-c2ccc(Cl)cc2)nc1CN1CCC(C(=O)N2CCc3ccccc3C2)CC1 | 4%
O=C(CC1Oc2ccc(Cl)cc2NC1=O)NCc1ccccc1 (configuration not stated) | -5%
CCN(CC(=O)Nc1ccc(NC(C)=O)cc1)C(=O)c1ccccc1CCc1ccccc1 | 6%
COc1ccc(CCC(=O)NCc2ccc3c(c2)CCN3C(=O)c2cccc(C)c2)cc1 | -2%
Cc1c(Cl)cccc1NC(=O)Nc1nnc(N(C)C2CCCCC2)s1 | -10%
CC(=O)c1ccc(NC(=O)c2sc(-n3nc(C)c(Cc4ccccc4)c3C)nc2C)cc1 | -2%
Cc1cc(C(=O)N/N=C/c2c(C)nn(-c3ccccc3)c2Cl)n[nH]1 | -7%
CC(C)CC1C(=O)N(Cc2cn(CCC3OCCCO3)nn2)CCS(=O)(=O)N1Cc1ccc(-c2ccncc2)cc1 (configuration not stated) | -10%
Cc1nc2ccccc2n1CCc1nc2c3ccccc3nc(SCC(=O)Nc3cccc(C(F)(F)F)c3)n2n1 | -1%
Cc1nc2c(=O)n(C)c(=O)n(C)c2nc1Cl | -16%
COc1cc(-c2cc3n(C)c(C)c(CCC(=O)NC4CCC(C)CC4)c(=O)n3n2)cc(OC)c1OC (configuration not stated) | 6%
CCCCn1c(N)c(N(CC(C)C)C(=O)CN(C)S(=O)(=O)c2ccc(NC(C)=O)cc2)c(=O)[nH]c1=O | 10%
COc1ccc(OC)c(S(=O)(=O)N2CCCC(C(=O)N3CCOCC3)C2)c1 (configuration not stated) | -1%
Cc1cc(C)c2nc(N3CCN(C(=O)c4cccs4)CC3)sc2c1 | -5%
O=C(NCc1ccccc1)N1CCc2c(sc3c2CCCC3)C1c1ccccc1 (configuration not stated) | 26%
CN1CCN(C(=O)CN(C)S(=O)(=O)c2cc(Cl)ccc2Cl)CC1 | -12%
COc1ccc(-c2cc3ccc(O)c(CN4CCCC4)c3oc2=O)cc1OC | -2%
COc1ccc(-n2cc(-c3ccccc3)nc2SCC(=O)Nc2ccccc2C)cc1 | 6%
CCc1ccccc1NC(=O)C1CCN(C(=O)c2cccs2)CC1 | 8%
Cc1cn2c(=O)cc(COC(=O)c3cccc(NC(=O)C(C)Oc4ccccc4)c3)nc2s1 (configuration not stated) | 3%
COC(=O)c1c(NC(=O)C2CCCCC2)sc2c1CCN(C(C)C)C2 | 3%
O=C(CN1C(=O)NC2NC(=O)NC21)NN=C1CCCC1 (configuration not stated) | -1%
COc1ccc(C2CC(=O)c3cc(-c4nc(-c5cccc(Cl)c5)cs4)c(=O)[nH]c3C2)cc1OC (configuration not stated) | -8%
Cc1ccc(C(=O)Nc2ccc(OCc3cc(=O)n4c5c(sc4n3)CCCC5)cc2)cc1 | -7%
O=C(NC1CCCc2ccccc21)c1ccc2c(c1)sc1nc(-c3ccc(F)cc3)cn12 (configuration not stated) | -3%

SMILES | aSyn tox rescue
CCN(CC)c1ccc(NS(=O)(=O)c2cc(-c3cc(C)no3)ccc2C)c(C)c1 | -13%
c1ccc(-c2cc3c(N4CCN(c5ncccn5)CC4)ncnc3s2)cc1 | 1%
O=C(CCC1N=C2c3ccccc3N=C(SCc3cccc(F)c3)N2C1=O)NCCc1ccccc1 (configuration not stated) | -13%
CCCCOc1ccc(C(=O)NCC(=O)OCCCOC(=O)CNC(=O)c2ccc(OCCCC)cc2)cc1 | 3%
COc1ccccc1NC(=S)NCc1ccc(S(N)(=O)=O)cc1 | -5%
CCOC(=O)N(C)C[C@@H]1OCc2cn(nn2)CCCC(=O)N([C@@H](C)CO)C[C@H]1C | 7%
COC(=O)CN1C(=O)CSc2ccc(S(=O)(=O)Nc3cccc(Cl)c3C)cc21 | 2%
COc1ccc(OC)c(NC(=O)c2csnn2)c1 | -2%
O=C(CN1CCSC1=O)N1CCN(S(=O)(=O)c2ccc(F)cc2)CC1 | -4%
CCOC(=O)c1cc(-c2ccccc2)n(CC(=O)Nc2ccc(OC)cc2OC)c1C | -6%
O=C(Cn1c(=O)n2nc(-c3ccccc3)nc2c2ccccc21)Nc1ccccc1C(F)(F)F | 3%
Cc1ccc2c(c1)NC(=O)C(CC(=O)Nc1cc(Cl)ccc1C)O2 (configuration not stated) | -9%
CCOc1ccc(CCNC(=O)c2ccc3c(c2)N(Cc2ccccc2)C(=O)c2ccccc2S3=O)cc1OCC (configuration not stated) | 5%
CS(=O)(=O)N1CCc2cc(C(=O)Nc3ccc(Cl)c(C(F)(F)F)c3)ccc21 | -11%
Cc1cc(-c2ccccc2)nc2oc3c(c12)NC(=O)CN(c1ccccc1)C3=O | 10%
O=C(CNc1ccccc1)NN=C1CCCC1 | 2%
CCOc1ccc2nc(N/C(N)=N/C(=S)Nc3cccc(OC)c3)nc(C)c2c1 | -7%
COc1ccc(C)cc1Nc1nc2ccccc2c2nnc(C)n12 | 4%
COc1ccc(OC)c(NC(=O)c2cc3c(s2)-c2ccccc2SC3)c1 | -11%
CCCCOc1ccc(C(=O)Nc2onc3c2CCCC3)cc1 | 2%
O=C(CSc1nc2ccccc2nc1Cc1ccc(Cl)cc1)N1CCCCC1 | 19%
Cc1cc(OCC(=O)N2CCC(c3nc4ccccc4s3)CC2)ccc1Cl | u
O=C(NCc1ccccc1Br)C1CCCN(C(=O)N2CCOc3ccccc32)C1 (configuration not stated) | -2%
O=C(NCCc1ccc(Cl)cc1)c1ccc2ccccc2n1 | 8%
CC(C)(C)c1ccc(OCC(=O)Nc2ccc(C(=O)OC3CCCCC3)cc2)cc1 | 3%
COc1ccc(-c2nn(-c3ccccc3)cc2C2NC(=O)NC(C)=C2C(=O)OC(C)C)cc1OC (configuration not stated) | -2%
CC(=O)Nc1c(C)nn(-c2ccccc2)c1N1CCC(C(=O)Nc2ccc(Cl)cc2C)CC1 | -1%
COc1cccc(CN(C)C(c2ccccc2)c2ccccc2)c1OC | -11%
COc1ccc(C(=O)NCCCNC(=O)c2ccco2)cc1OC | -2%
CCOC(=O)c1cnc(N2CCN(c3cccc(C)c3C)CC2)c2ccccc12 | -57%[inhibitor]

SMILES | aSyn tox rescue
Cc1nnc2c(N3CCN(c4ccccc4)CC3)nc3ccc(C(=O)c4ccccc4)cc3n12 | -6%
CCCSc1nnc(NC(=O)Cc2coc3cc(C)ccc23)s1 | 1%
COC(=O)c1ccc(CN(Cc2ccc(OC)c(OC)c2)S(=O)(=O)c2cc(C(=O)Nc3cccc(C)c3)ccc2F)cc1 | 4%
COCCCN(C(=O)CCOc1ccc(C)cc1)c1c(N)n(Cc2ccccc2)c(=O)[nH]c1=O | 6%
Cc1cc(C)cc(C(=O)N2CC(=O)Nc3ccc(Br)cc3C2c2ccccc2)c1 (configuration not stated) | 7%
C#CCSc1ncc(-c2ccccc2)cn1 | -2%
O=C(OC1CCOC1=O)c1cc(-c2cccs2)nc2ccccc12 (configuration not stated) | -3%
O=C(c1cc(-c2ccccc2)on1)N1CCCCCC1 | -2%
COc1ccccc1N1CCN(C(=O)c2cc(-c3ccc(Br)cc3)on2)CC1 | 5%
COC(=O)c1sccc1S(=O)(=O)N(CC(=O)Nc1ccccc1C)c1ccc(Cl)cc1 | 2%
COc1ccc(-c2nc3ccccc3n3c(-c4ccccc4)c4c(=O)n(C)c(=O)n(C)c4c23)cc1OC | 8%
Cc1ccc(NC(=O)CCNS(=O)(=O)c2ccc(Br)cc2)cc1S(=O)(=O)N1CCOCC1 | 5%
CCN(C(=O)COC(=O)c1cc([N+](=O)[O-])ccc1N1CCCCC1)C1CCS(=O)(=O)C1 (configuration not stated) | -7%
N#CCc1ccc(OC(=O)c2cccnc2)cc1 | -1%
CCCN1CCN(c2ncnc3sc(C(=O)Nc4cccc(Cl)c4C)c(C)c23)CC1 | 2%
COC(=O)C1=C(C)NC(=O)NC1c1ccc(N2CCC(c3ccccc3)=N2)cc1 (configuration not stated) | 8%
COc1ccccc1CNC(=O)c1cc2cc(S(=O)(=O)N3CCCCC3)ccc2n1C | 0%
Cn1cc(S(=O)(=O)N2CCCCCC2)cc1C(=O)N1CCN(c2ccc(Cl)cc2)CC1 | 0%
CCc1ncc(CO)n1Cc1cccc2ccccc12 | -11%
Cc1cccc(Oc2nc3ccccn3c(=O)c2/C=C(\C#N)C(=O)NC2CCS(=O)(=O)C2)c1C (configuration not stated) | -5%
COc1ccc(NC(=O)C(=O)NCC2CCCN2S(=O)(=O)c2ccc(C)cc2)cc1 (configuration not stated) | -2%
Cc1cccc(-c2nc(CS(=O)CC(=O)NCc3ccc(Cl)cc3)c(C)o2)c1 (configuration not stated) | 7%
Nc1nc(N)c2cc(Sc3ccc(Cl)cc3)ccc2n1 | -6%
Cc1ccccc1OCCSc1nc2ccc(NC(=O)c3ccco3)cc2s1 | -1%
COc1cc(NC(=O)CNC(=O)Cn2ccc3ccccc3c2=O)cc(OC)c1OC | -8%&-7%
COc1ccc(NC(=O)CCC(=O)Nc2cc(OC)c(NC(=O)c3cccs3)cc2OC)cc1 | 3%
COc1ccc([C@H]2CN(Cc3ccccc3)C(=O)[C@@H]2CC(=O)Nc2ccccc2)cc1 | -7%
CCC12CN3CC(CC)(CN(C1)C3c1cccc(OC)c1O)C2=O (configuration not stated) | 12%
Cc1nnc2c(NC3CCCC3)nc3ccccc3n12 | -8%
CCOC(=O)C1CCCN(CCC(=O)Nc2cccc(C)c2)C1 (configuration not stated) | -4%

# Retrieved by compound from above (2):
SMILES | aSyn tox rescue
CCOC(=O)N(C)C[C@@H]1OCc2cn(nn2)CCCC(=O)N([C@@H](C)CO)C[C@H]1C | 7%
N#CCc1ccc(OC(=O)c2cccnc2)cc1 | -1%

# Next part.
SMILES | aSyn tox rescue
CC(C)C(C(=O)O)N1C(=O)C2C3CCC(C3)C2C1=O (configuration not stated) | 1%
O=C(c1cccc(Cl)c1)N1CCC(c2nc3c(nnn3Cc3ccc(F)cc3F)c(=O)[nH]2)CC1 | -5%
CCOC(=O)c1ccc(N2C(=O)c3n[nH]c(-c4ccco4)c3C2c2cccc(O)c2)cc1 (configuration not stated) | -6%
CCN(C(=O)Cn1cc(S(=O)(=O)Cc2ccccc2Cl)c2ccccc21)c1ccccc1 | 8%
CCOC(=O)CSc1nc(C)c2cc(C)c(C)cc2n1 | 1%
O=C(NCCNc1ccc([N+](=O)[O-])cc1)c1cccc(Br)c1 | -1%
O=C(CN1CCN(c2cccc(Cl)n2)CC1)N1CC(O)CO1 (configuration not stated) | 9%
CSc1nc(SCC(=O)O)c2sc3nc(-c4ccccc4)c4c(c3c2n1)CCC4 | 6%
COc1ccc(CCNC(=O)Cn2nnc(-c3ccc(Cl)cc3)n2)cc1OC | 6%
COc1ccc(N2CCN(C(=O)CCS(=O)(=O)c3cc(Br)cc4c3N(C(=O)C3CC3)CC4)CC2)cc1 | -4%
Cc1ccc(OCC(=O)Nc2cccc(S(=O)(=O)N3CCCC3)c2)cc1C | 5%
CCc1ccc(OC(=O)CSc2nnc(-c3ccc(OC)c(OC)c3)o2)cc1 | 6%
Cc1cccc(C2CC(=O)Oc3c2c(=O)n(C)c2ccccc32)c1 (configuration not stated) | 2%
COc1ccc(C(=O)Nc2nnc(S(=O)(=O)N(C)c3ccc(Cl)cc3)s2)cc1OC | -8%
COc1ccc(-c2cc3nc(C)c(CCC(=O)N4CCN(c5cc(C)ccc5C)CC4)c(C)n3n2)c(OC)c1 | u
CSc1nc(C)cc(Nc2cccc(C(=O)O)c2)n1 | 7%
CCc1ccc2oc(-c3cccc(NC(=O)c4ccc(N5CCC(C)CC5)c([N+](=O)[O-])c4)c3)nc2c1 | 2%
COCC(C)n1c(SCC(=O)Nc2cccnc2Cl)nc2ccccc2c1=O (configuration not stated) | 3%
CC1=C(C(=O)Nc2cccnc2)C(c2cccc(F)c2)n2nc(SCc3ccccc3F)nc2N1 (configuration not stated) | -1%
CNC(=S)Nc1ccc(C)c(NC(=S)NC)c1 | -4%
CCCNS(=O)(=O)c1cccc(C(=O)OCc2cc(=O)oc3cc(OC)ccc23)c1 | 9%
CCCS(=O)(=O)N1CC(=O)N(c2cc(C)ccc2C)C(C)(C(=O)NC2CCCCCC2)C1 (configuration not stated) | -9%
Cc1cccc(-c2onc3ccc(C4(C)OCCO4)cc23)c1 | 1%

# Grouped by structure: the compounds so far containing bromine (six)
SMILES | aSyn tox rescue
O=C(NCc1ccccc1Br)C1CCCN(C(=O)N2CCOc3ccccc32)C1 (configuration not stated) | -2%
Cc1cc(C)cc(C(=O)N2CC(=O)Nc3ccc(Br)cc3C2c2ccccc2)c1 (configuration not stated) | 7%
COc1ccccc1N1CCN(C(=O)c2cc(-c3ccc(Br)cc3)on2)CC1 | 5%
Cc1ccc(NC(=O)CCNS(=O)(=O)c2ccc(Br)cc2)cc1S(=O)(=O)N1CCOCC1 | 5%
O=C(NCCNc1ccc([N+](=O)[O-])cc1)c1cccc(Br)c1 | -1%
COc1ccc(N2CCN(C(=O)CCS(=O)(=O)c3cc(Br)cc4c3N(C(=O)C3CC3)CC4)CC2)cc1 | -4%

# Look-ups from the results shown.
# For aSyn tox rescue, O=C(CN1CCN(c2cccc(Cl)n2)CC1)N1CC(O)CO1 (configuration not stated) reads 9%
# For aSyn tox rescue, COc1ccc(C(=O)Nc2nnc(S(=O)(=O)N(C)c3ccc(Cl)cc3)s2)cc1OC reads -8%
# For aSyn tox rescue, Cc1cccc(C2CC(=O)Oc3c2c(=O)n(C)c2ccccc32)c1 (configuration not stated) reads 2%
# For aSyn tox rescue, CCc1ccc(OC(=O)CSc2nnc(-c3ccc(OC)c(OC)c3)o2)cc1 reads 6%
# For aSyn tox rescue, CCOC(=O)CSc1nc(C)c2cc(C)c(C)cc2n1 reads 1%
